ANO1 activ = TMEM16A chloride channel activators or potentiators, primary screen, cell-based, HTS; Anoctamin-1 (Mus musculus), Q8BHY3; HEK293 TMEM16A/YFP-H148Q/I152L, iodide quench fluorescence; active compounds read low; B-score at 10 µM; hit rate 0.3% among 340,000; AID 623877, 2012;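 active means fluorescence-ratio B-score plate-corrected deviation score at least 3 library SD below zero, with starting fluorescence score within 5 deviations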;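 further: channel opened by trigger with iodide after compound preincubation; score built on the fluorescence ratio of max minus min over baseline; more negative score means more quench and so TMEM16A activation or potentiation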
KCNQ1 pot = potentiators or activators of KCNQ1 channel, primary screen, cell-based, thallium flux, high-throughput. Potassium voltage-gated channel subfamily KQT member 1 (Homo sapiens), P51787. CHO-K1 KCNQ1, thallium flux FluxOR fluorescence; active compounds read high. B-score at 10 µM. hit rate 0.35% among 310,000. AID 2648, 2010;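 active means fluorescence ratio B-score, a plate-corrected score, at least three library SD, with initial intensity B-score within 5 SD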
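Medium – assay buffer, equal DMSO in all wells · Material – CHO-K1 cell line with stable KCNQ1 potassium channel expression · Signal – kinetic FluxOR thallium fluorescence, 10-s 1-Hz baseline, 110-s post-stimulus read · Compound – single concentration per compound, DMSO matched to controls · Schedule – 37 °C overnight plating, 90-min dark dye load, 20-min compound pretreatment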
RGS4 block = RGS4 inhibitors, primary screen, cell-based, HEK293 M3R inducible RGS4, calcium flux | Regulator of G-protein signaling 4 (Homo sapiens), P49798 | Fluo-4 calcium flux; active compounds read high; triggered by carbachol at its EC20 | B-score at 10 µM | hit rate 0.45% among 310,000;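 active means B-score, a plate-corrected calcium signal, over three deviations above library mean, with baseline fluorescence within five deviations of library mean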;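 further: RGS4 expression induced by doxycycline in cells with stable M3 receptor; B-score is computed from the integrated fluorescence ratio over baseline after carbachol; higher B-score means a larger calcium signal and so more RGS4 inhibition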
hERG protect = hERG rescue from dofetilide block, primary screen, cell-based, CHO-hERG, FluxOR thallium flux, dofetilide IC70 | hit rate 0.51% among 310,000 | Voltage-gated inwardly rectifying potassium channel KCNH2 (Homo sapiens), Q12809 | dofetilide IC70 present | activation (rescue from dofetilide block), less the hit threshold, % at 10 µM | AID 1511, 2009;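 active means activation above the mean of controls blocked by dofetilide plus 5 SD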;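 further: thallium influx through hERG after potassium depolarization seen as dye fluorescence rise; in these data hits start at about 4.7%; inactives centre near -7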
Target sequence (Q12809 whole entry, looked up): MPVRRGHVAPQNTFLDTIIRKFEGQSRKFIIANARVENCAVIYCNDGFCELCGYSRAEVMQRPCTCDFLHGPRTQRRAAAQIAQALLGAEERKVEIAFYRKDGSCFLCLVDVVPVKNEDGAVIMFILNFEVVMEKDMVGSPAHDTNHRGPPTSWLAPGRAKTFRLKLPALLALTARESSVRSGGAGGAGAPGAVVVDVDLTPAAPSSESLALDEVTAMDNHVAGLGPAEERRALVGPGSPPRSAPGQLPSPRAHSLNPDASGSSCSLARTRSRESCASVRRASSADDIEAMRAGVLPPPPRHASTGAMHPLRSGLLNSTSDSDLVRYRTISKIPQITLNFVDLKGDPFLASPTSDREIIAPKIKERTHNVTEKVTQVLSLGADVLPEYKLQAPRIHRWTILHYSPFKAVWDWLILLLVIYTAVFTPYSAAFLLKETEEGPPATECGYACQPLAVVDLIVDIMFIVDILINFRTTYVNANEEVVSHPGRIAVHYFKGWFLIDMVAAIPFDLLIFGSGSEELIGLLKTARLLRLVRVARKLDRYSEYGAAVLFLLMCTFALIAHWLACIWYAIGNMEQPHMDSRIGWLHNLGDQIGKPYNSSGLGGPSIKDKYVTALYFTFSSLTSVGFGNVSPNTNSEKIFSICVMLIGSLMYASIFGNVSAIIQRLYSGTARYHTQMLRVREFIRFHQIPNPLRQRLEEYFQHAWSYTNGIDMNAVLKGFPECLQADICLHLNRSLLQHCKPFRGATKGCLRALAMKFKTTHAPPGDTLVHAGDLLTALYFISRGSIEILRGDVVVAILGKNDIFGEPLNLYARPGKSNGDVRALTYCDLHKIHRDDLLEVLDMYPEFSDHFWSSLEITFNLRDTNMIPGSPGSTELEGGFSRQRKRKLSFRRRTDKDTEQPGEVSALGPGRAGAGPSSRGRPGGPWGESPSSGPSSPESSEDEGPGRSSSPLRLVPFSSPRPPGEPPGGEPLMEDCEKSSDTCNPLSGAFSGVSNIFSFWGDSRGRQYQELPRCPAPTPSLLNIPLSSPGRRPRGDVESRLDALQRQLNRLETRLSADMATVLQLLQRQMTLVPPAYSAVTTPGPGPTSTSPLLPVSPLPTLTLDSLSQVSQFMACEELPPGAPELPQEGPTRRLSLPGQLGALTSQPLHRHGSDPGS
ANO1 block = TMEM16A chloride channel inhibitors, primary screen, cell-based, HTS. Anoctamin-1 (Mus musculus), Q8BHY3. HEK293 TMEM16A/YFP iodide influx fluorescence, ionomycin. normalized B-score (activity score, 25-100; higher = stronger inhibition) at 10 µM. hit rate 1.2% among 310,000;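 active means ratio plate-corrected score three or more library SD toward inhibition, starting fluorescence score within five deviations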;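 further: score derived from kinetic fluorescence span divided by baseline fluorescence per well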
KCNQ1 inh = inhibitors of human KCNQ1 channel, primary screen, cell-based, thallium flux, high-throughput; Potassium voltage-gated channel subfamily KQT member 1 (Homo sapiens), P51787; CHO-K1 KCNQ1, FluxOR thallium flux fluorescence; active compounds read high; B-score at 10 µM; hit rate 1.3% among 310,000;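 active means compounds whose thallium flux B-score, printed positive for inhibition, exceeds three library SD while starting fluorescence stays within three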;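 further: channel opened by potassium depolarization with thallium stimulus after 20 min compound exposure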
KCNK3 inh = human KCNK3 channel inhibitors, primary screen, CHO cells, FluxOR thallium flux, B-score | hit rate 0.84% among 340,000 | FluxOR fluorescence; active compounds read low | Potassium channel subfamily K member 3 (Homo sapiens), O14649 | B-score at 10 µM;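 active means B-score under library mean minus 4 SD, starting fluorescence ratio at most library mean plus 5 SD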;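 further: more negative B-score means stronger inhibition of thallium flux through KCNK3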
KCNK9 block = KCNK9 potassium channel inhibitors, primary screen, HEK293 cells, thallium flux; hit rate 1.2% among 310,000; FluxOR thallium flux fluorescence; active compounds read low; B-score at 10 µM; AID 488922, 2010;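 active means ratio B-score over 3 SD below the library mean, with starting fluorescence within 5 SD of its mean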;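 further: negative B-score means less thallium flux so channel inhibition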
RGS4 act = RGS4 potentiators or activators, primary screen, cell-based, HEK293 M3R inducible RGS4, calcium flux; AID 463111, 2010; hit rate 0.92% among 310,000; carbachol calcium flux Fluo4; active compounds read low; B-score at 10 µM;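 active means B-score of the integrated calcium signal more than 4 SD below the library mean, with starting fluorescence not abnormally high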;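 further: negative B-score means reduced calcium response which marks RGS4 activation or potentiation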
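Detection: kinetic calcium fluorescence imaging with Fluo4-AM dye, 2 µM / Material: HEK293 cells with stable M3R and inducible RGS4 / Schedule: recording 10 s baseline at 1 Hz, 100 s post-agonist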
HDAC3 inhib = HDAC3 deacetylase inhibitors, primary screen, biochemical, fluorescence, cell-free homogeneous. recombinant HDAC3, fluorogenic peptide/trypsin coupled. inhibition, % at 8.3 µM. hit rate 0.15% among 320,000; in the data active means inhibition above about 26%, passing the limit was not always enough
SKKanGAS inh = S. pyogenes SKKanGAS growth inhibitors in kanamycin, primary screen, streptokinase expression inhibitor project, SKKanGAS strain, BacTiter-Glo luminescence | 6 h | inhibition, % at 7.5 µM | hit rate 1.3% among 300,000 | AID 1662, 2009;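 active means mean replicate score, as percent of positive control median, at least 50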;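 further: strain carries kanamycin resistance gene driven by streptokinase promoter and grows in 40 µg/ml kanamycin; loss of luminescence reflects streptokinase promoter inhibition or plain growth inhibition; 0% = median of DMSO wells and 100% = positive control at its reference dose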
* hit, by the source's call; i = inactive; x = no result given.

SMILES | ANO1 activ | KCNQ1 pot | RGS4 block | hERG protect | ANO1 block | KCNQ1 inh | KCNK3 inh | KCNK9 block | RGS4 act | HDAC3 inhib | SKKanGAS inh
Cc1ccc(-n2ncc3c(NCc4ccccn4)ncnc32)c(C)c1 | i | i | i | -9 | i | i | i | i | i | -4 | -1
N#CCC(=O)Nc1ccc(C(=O)OCC(=O)NC(=O)Cc2ccccc2)cc1 | i | i | i | -12 | i | i | i | i | i | -1 | -8
CCOc1cc2nc(-c3ccc(OC)c(OC)c3)nc(NCCCN3CCOCC3)c2cc1OC | i | i | i | -25 | i | i | i | i | i | 2 | -1
COc1ccccc1/C=C/C=N/NC(=O)c1ccc(=O)n(C)c1 | i | i | i | -6 | i | i | i | i | i | 12 | -6
Cc1cc(C)c2nc(C)cc(Nc3ccc(C(=O)N(C)C)cc3)c2c1 | x | i | i | -5 | i | i | x | i | i | -3 | -3
CCCCNC(=O)CN1CCN(Cc2ccc3cc(OC)ccc3c2)CC1 | i | i | i | -7 | i | i | i | i | i | 0 | 5
O=C(NCCCNC(=O)c1ccco1)c1ccc(Cl)cc1 | i | i | i | 0 | i | i | i | i | i | 1 | 4
O=C(Nc1ccccc1)/C(=C/c1ccc(O)cc1)NC(=O)c1ccco1 | i | i | i | -4 | i | i | i | i | i | 15 | 2
CC(=O)Oc1ccc2ccccc2c1C(NC(=O)Cc1ccccc1)c1ccccc1 (stereo not given) | i | i | 5.5* | -8 | i | i | i | i | i | 0 | 7
COc1ccc(NC(=O)NS(=O)(=O)c2ccc(C)cc2)cn1 | -7.5* | i | i | -6 | i | i | i | i | i | 1 | 1
CC(C)CN1CCC(=O)N([C@H](CO)c2ccccc2)CC1 | i | i | i | -6 | i | i | i | i | i | 0 | 3
O=C(NC(=S)Nc1cccc(NC(=S)NC(=O)c2ccco2)n1)c1ccco1 | i | i | i | -9 | i | i | i | i | i | -1 | 9
Cc1ccc(S(=O)(=O)N2CCC(C)CC2)cc1C(=O)NCc1ccccn1 | i | i | i | -6 | i | i | i | i | i | -10 | -5
CC(Oc1cccc(Cl)c1)C(=O)Nc1nc(-c2ccccn2)cs1 (stereo not given) | i | i | i | -19 | i | i | i | i | i | x | -4
CN(C)/C=C/C(=O)c1cnc(-c2ccccc2Cl)s1 | i | i | i | -12 | i | i | i | i | i | 7 | 19

Rewritten as tab-separated lines: part of the list above.
structure	ANO1 activ	KCNQ1 pot	RGS4 block	hERG protect	ANO1 block	KCNQ1 inh	KCNK3 inh	KCNK9 block	RGS4 act	HDAC3 inhib	SKKanGAS inh
CCCCNC(=O)CN1CCN(Cc2ccc3cc(OC)ccc3c2)CC1	i	i	i	-7	i	i	i	i	i	0	5
O=C(NCCCNC(=O)c1ccco1)c1ccc(Cl)cc1	i	i	i	0	i	i	i	i	i	1	4

(further entries)
SMILES | ANO1 activ | KCNQ1 pot | RGS4 block | hERG protect | ANO1 block | KCNQ1 inh | KCNK3 inh | KCNK9 block | RGS4 act | HDAC3 inhib | SKKanGAS inh
C=CCOc1ccccc1/C=N/O | i | i | i | -14 | i | i | i | i | i | 0 | 1
Cc1nc(C)c(/C(O)=C/c2nc3ccc([N+](=O)[O-])cc3oc2=O)o1 | x | i | i | -10 | i | i | x | i | i | 10 | -1
CC1CN(S(=O)(=O)c2ccc(C(=O)O)cc2)CC(C)O1 (stereo not given) | i | i | i | -12 | i | i | i | i | i | -6 | -2
CC(=O)c1ccccc1OC(=O)COc1ccc(Cl)cc1C | i | i | i | -5 | i | i | i | i | i | 5 | 8
Nn1c(SCC(=O)N2CCOCC2)nnc1C1CC1 | i | i | i | -3 | i | i | i | i | i | 4 | -4
CCOC(=O)c1nc2sc3c(c2c(=O)[nH]1)CCCC3 | i | i | i | -6 | i | i | i | i | i | -36 | 5
Cc1nccn1-c1cc(C(C)(C)C)nc2c(-c3ccccc3)cnn12 | i | i | i | -3 | i | i | i | i | i | 3 | -7
COc1ccc(OC)c(NC(=O)C2CCN(c3cc(-c4ccccc4)nc4ncnn34)CC2)c1 | i | i | i | -5 | i | i | i | i | i | x | 14
Cc1ccc(C(=O)N(CN2CCCC2=O)c2ccc(F)cc2)cc1 | i | i | i | -7 | i | i | i | i | i | 3 | -5
COc1ccc(C)cc1NC(=S)NC12CN3CN(CN(C3)C1)C2 | x | i | i | 0 | i | i | x | i | i | 1 | -15
COc1ccccc1/C=C/C=N/NC(=O)CCn1nnc2ccccc21 | i | i | i | -7 | i | i | i | i | i | 3 | -1
COCCN1CN(S(=O)(=O)c2ccc(Cl)cc2)c2nc3ccccc3nc21 | i | i | i | -9 | i | i | i | i | i | -4 | 5
Cc1cc(C)c(S(=O)(=O)N2CCN(C(=O)c3cccs3)CC2)c(C)c1 | i | i | i | -8 | i | i | i | i | i | 1 | -1
CSc1nnc(CNC(=O)c2ccccc2)n1-c1cccc(C)c1 | i | i | i | -10 | i | i | i | i | i | 7 | -2
CCC(=O)Oc1ccc2c(C)cc(=O)oc2c1C(=O)c1ccccc1 | i | i | i | -16 | i | i | i | i | i | 16 | -8
Cc1ccc(-n2ncc3c(NNC(=O)c4ccco4)ncnc32)cc1C | i | i | i | -13 | i | i | i | i | i | -1 | 36
COc1ccccc1C(=O)NC(=O)COC(=O)c1ccc([N+](=O)[O-])cc1Cl | i | i | i | -11 | i | i | i | i | i | -8 | 6
Cc1cc(NC(=O)CCC(=O)NNC(=O)c2ccc(C(C)(C)C)cc2)no1 | i | i | i | -8 | i | i | i | i | i | -4 | 1
COc1ccc(C)cc1S(=O)(=O)N(CC(N)=O)Cc1ccccc1 | i | i | i | -4 | i | i | i | i | i | 7 | 2
CCOC(=O)N1CCN(C(=O)Cn2nc(C)n3nc(-c4ccccc4)cc3c2=O)CC1 | i | i | i | -7 | i | i | i | i | i | 8 | 1
COc1cccc(CN2CCNC(=O)C2CC(=O)N(C)CC2CCOCC2)c1OC (stereo not given) | i | i | i | -6 | i | i | i | i | i | 8 | 1
COc1cccc(OCCNC(=O)c2cc(OC)c(OC)c(OC)c2)c1 | i | i | i | 3 | i | i | i | i | i | -7 | 9
O=C(Nc1ccc(Cl)cc1C(=O)N1CCOCC1)c1ccco1 | i | i | i | -10 | i | i | i | i | i | -11 | 1
COC(=O)C1=C(C)N(Cc2ccccc2)C(=S)N[C@H]1c1ccccc1 | i | i | i | -11 | i | i | i | i | i | 4 | 6
CC1CCCN(CCS(=O)(=O)c2ccccc2)C1 (stereo not given) | i | i | i | -8 | i | i | i | i | i | 1 | -3
Cc1nc(Cl)c(C(=O)NCc2ccccc2)c(C)c1Cl | i | i | i | -8 | i | i | i | i | i | -2 | 3
CCCOP(=O)(c1ccc(N(C)C)cc1)C(O)c1ccc(Cl)cc1 (stereo not given) | i | i | i | -8 | i | i | i | i | i | 1 | 0
S=C(NCCc1ccccc1)Nc1ccccn1 | i | i | i | -11 | i | i | i | i | i | -3 | -2
CN(c1cccc(NC(=O)CN(c2cccc(F)c2)S(C)(=O)=O)c1)S(C)(=O)=O | i | i | i | -15 | i | i | i | i | i | 1 | x
COc1ccccc1N1CCN(C(=O)CSc2nc3ncnc(N)c3[nH]2)CC1 | i | i | i | -1 | i | i | i | i | i | 5 | -2
Cc1ccc(S(=O)(=O)N2CCCC(C(=O)NCCc3ccccc3)C2)cc1 (stereo not given) | i | i | i | -8 | i | i | i | i | i | -6 | -2
Cc1ccc2c(c1)N(C(=O)CCC(=O)NCc1cccc(F)c1)CCO2 | i | i | i | -10 | i | i | i | i | i | -5 | -4
Cc1cc(C(=O)O)ccc1-n1c(C)cc(/C=C(/C#N)C(=O)Nc2ccccc2)c1C | i | i | i | -13 | i | i | i | i | i | 12 | 28
COC(=O)Nc1ccc(Cn2cc(C(F)(F)F)ccc2=O)cc1 | i | i | i | -6 | i | i | i | i | i | -14 | -14
COC(=O)c1ccc(C23CC4(C2)[C@H](CN(Cc2cccnc2)[C@@H]4c2ccccc2)C3c2ccc(C(F)(F)F)cc2)cc1 (stereo not given in full) | x | i | i | -6 | i | i | x | i | i | 15 | 11
COc1ccc(OCc2cc(C(=O)N3C[C@@H](C)O[C@@H](C)C3)no2)c(Cl)c1 | i | i | i | -13 | i | i | i | i | i | -1 | 10
CC1C(=O)C(C)(C)C(=O)OC1c1ccccc1 (stereo not given) | i | i | i | -8 | i | i | i | i | i | -2 | -1
Cc1nc2sccn2c(=O)c1S(=O)(=O)Nc1cccc(Cl)c1C | i | i | i | -10 | i | i | i | i | i | 5 | -1
CCCCN1C(=O)CC(C(=O)OCC)=C1C | i | i | i | -12 | x | i | i | i | i | x | 0
COc1ccccc1OCC(=O)Nc1nc(-c2ccc(S(=O)(=O)N3CCOCC3)cc2)cs1 | i | i | i | 0 | i | i | i | i | i | -4 | 7
CCOCCCNC(=O)c1ccc(CS(=O)(=O)c2cccc(C(F)(F)F)c2)o1 | i | i | i | -7 | i | i | i | i | i | -5 | -2
CCOc1ccc(CCNC(=O)COC(=O)/C=C/c2ccc(C)o2)cc1OCC | i | i | i | -8 | i | i | i | i | i | -5 | -3
O=C(O)c1cccc2c1C(=O)N(Cc1ccncc1)C2 | i | i | i | -14 | i | i | i | i | i | 1 | 4
COc1ccccc1C(=O)NCc1n[nH]c(=S)n1Cc1ccccc1 | i | i | i | -3 | i | i | i | i | i | -2 | 14
COC(=O)COc1cc(Br)c(/C=C2/SC(=O)N(CC(=O)N3CCCC3)C2=O)cc1OC | i | i | i | -11 | i | i | i | i | i | 8 | 3
CCOC(=O)c1sc2nc3n(c(=O)c2c1C)CCC3 | i | i | i | -9 | i | i | i | i | i | -5 | 22
CC1CCN(CCCn2c(SCC(=O)Nc3ccccc3Cl)nc3ccccc3c2=O)CC1 | i | i | i | -7 | i | i | i | i | i | 9 | 4
Cn1nccc1C(=O)N1CCC(Cc2ccccc2)CC1 | i | i | i | -8 | i | i | i | i | i | 0 | 2

Screening results: PubChem, several laboratories
